Screening data as filed in PubChem.
H1N1 NS1A inhibition: H1N1 influenza NS1A inhibitors, functional cell based assay (AID 504329) | NS1A functional cell-based assay, percent inhibition; higher % means a stronger effect | inhibition, % at 12.5 µM, or IC50 in µM where a hit was titrated | hit rate 0.3% among 340,000; in the data active means a potency from the dose series; inconclusive means inhibition above about 27% without an active follow-up result; further: strong numbers were not always called active
H37Rv inhibition: M. tuberculosis growth inhibition, HTS (AID 449762) | M. tuberculosis H37Rv growth inhibition, 7H9 media; higher % means a stronger effect | one-dose inhibition, % at 25 µM; IC50 in µM for titrated hits | hit rate 0.59% among 330,000; in the data active means a potency from the dose series; inconclusive means inhibition above about 70% without an active follow-up result;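 further: bacterial growth assessed after seven days of incubation; strong numbers were not always called active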
Salmonella PhoP GFP: PhoP regulon inhibitors, Salmonella typhi PhoP promoter GFP reporter, confirmatory (AID 1850); Salmonella Typhi PhoP-promoter GFP reporter, fluorescence, 4 h; higher % means a stronger effect; inhibition, % at 50 µM, or IC50 in µM where a hit was titrated; hit rate 0.33% among 310,000; in the data active means a potency from the dose series; inconclusive means inhibition mostly from about 25% at the one dose, without a potency; inactive means the rest, 99 in 100 with inhibition below about 19%;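 further: 0% = induced wells with vehicle and 100% = uninduced wells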
tuberculosis growth: growth inhibition of non-replicating M. tuberculosis (AID 488890); Mycobacterium tuberculosis non-replicating, growth inhibition; higher % means a stronger effect; inhibition, % at 25 µM; hits with a dose series show IC50 in µM; hit rate 0.39% among 320,000; in the data active means a potency from the dose series; inconclusive means inhibition mostly from about 82% at the one dose, without a potency; inactive means the rest, 99 in 100 with inhibition below about 76%;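 further: plate controls were DMSO cells for no effect and high antibiotic wells for full effect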
VEEV TC-83 Vero: inhibitors of VEEV TC-83 cytopathic effect, confirmation, Vero cells (AID 588727); Vero cells, VEEV TC-83 cytopathic effect inhibition; higher % means a stronger effect; one-dose inhibition, % at 20 µM; IC50 in µM for titrated hits; hit rate 0.13% among 350,000; in the data active means a potency from the dose series; inconclusive means inhibition mostly from about 14% at the one dose, without a potency; inactive means the rest, 99 in 100 with inhibition below about 12%; further: strong numbers were not always called active
VEEV TC-83 Vero 10K pilot screen: further read-out of VEEV TC-83 Vero, marked with its call; inhibition, %; measured here: 10K pilot screen inhibition
* hit, by the source's call; i = inactive; ? = inconclusive; / = no result given.

SMILES	H1N1 NS1A inhibition	H37Rv inhibition	Salmonella PhoP GFP	tuberculosis growth	VEEV TC-83 Vero	others
COc1ccc(C)cc1NC(=O)COCC(=O)O	-1%	-3%	0%	-4%	i
O=C(Nc1ccc(S(=O)(=O)Nc2ncccn2)cc1)C(F)(F)F	-28%	2%	0%	77%	0.2%
O=C(CCS(=O)(=O)c1ccccc1)Nc1ccc(-c2nc3ccccc3s2)c(O)c1	-2%	-5%	6%	20%	1.2%
Cc1ccnc(NC(=O)CCN2C(=O)c3ccccc3S2(=O)=O)n1	-4%	/	/	/	2.3%
CN(Cc1ccccc1)C(=O)CN(C1CCCCC1)S(C)(=O)=O	7%	-4%	-1%	-6%	0.2%
Cc1cc(Cl)ccc1OCC(=O)Nc1nc(-c2cccs2)cs1	-10%	5%	-10%	28%	1.6%
CSc1ccccc1NS(=O)(=O)c1ccccc1	15%	0%	7%	9%	4.7%
O=C(N/N=C/c1cc(Br)cc([N+](=O)[O-])c1O)c1ccc(NC(=O)c2ccc(F)cc2)cc1	2%	7%	11%	63%	2.5%
CNCC(O)COc1cccc(OC)c1 (stereo not given)	0%	-3%	3%	-10%	i
C/C(=N\Nc1nc(C)cc(-c2ccccc2)n1)c1cccc(N)c1	-3%	?	-3%	36%	7.1%
Cc1ccc(NC(=S)N2CCOCC2)c(C)c1	5%	-3%	14%	-12%	0.5%
Cc1ccnc2nc(C(=O)Nc3nnc(-c4ccccc4)o3)nn12	-4%	7%	-3%	78%	2.1%
CCc1ccc(C2=CSC3=NCCN23)cc1	-1%	-1%	21%	-2%	0.2%
Cc1nn(C)c(C)c1S(=O)(=O)N1CCCC(C(=O)NCCc2ccc(Cl)cc2)C1 (stereo not given)	9%	-6%	-12%	5%	i
COc1ccc(C)cc1NC(=O)c1nn(C)c(C(=O)Nc2cc(C)ccc2OC)c1[N+](=O)[O-]	-3%	2%	-2%	-14%	0.8%
O=C(c1ccccc1Cl)N(Cc1ccc(Cl)c(Cl)c1)N1C(=O)CCCC1=O	1%	-9%	2%	-5%	0.5%
CCCCS(=O)CC(COC)OC(=O)c1ccccc1 (stereo not given)	5%	0%	0%	9%	i
CCCCN(C(=O)c1c(C)noc1C)c1c(N)n(CCC)c(=O)[nH]c1=O	-12%	-2%	/	8%	1.2%
Cc1c(CCC(=O)N[C@@H](CC(C)C)C(=O)O)c(=O)oc2cc3oc4c(c3cc12)CCCC4	-19%	-1%	16%	1%	i
C=C(C)CCC1(C)NC(=O)N(c2ccccc2)N1 (stereo not given)	-2%	67%	2%	27%	4.7%
O=C(NCCC(c1ccccc1)c1ccccc1)c1ccc(Br)o1	16%	-6%	-6%	41%	4.3%
CC(=O)/C(=N\Nc1ccccc1)Sc1nncn1C	-3%	-11%	-8%	-15%	0.5%
CCOc1cc(-c2noc(CCC(=O)NCCc3ccccc3)n2)ccc1OC	97%	8%	-3%	32%	0.3%
C[C@]12CCC(=O)C=C1[C@H](O)C[C@@H]1[C@@H]2[C@@H](O)C[C@@]2(C)[C@H]1CC[C@]2(O)C(=O)CO	5%	-1%	0%	1%	i
CCOc1cc(/C=C2\SC(=O)N(CC(=O)Nc3ccccc3F)C2=O)cc([N+](=O)[O-])c1O	9%	20%	-3%	21%	5.8%

By substructure, those above with two or more sulfur atoms
SMILES	H1N1 NS1A inhibition	H37Rv inhibition	Salmonella PhoP GFP	tuberculosis growth	VEEV TC-83 Vero	others
O=C(CCS(=O)(=O)c1ccccc1)Nc1ccc(-c2nc3ccccc3s2)c(O)c1	-2%	-5%	6%	20%	1.2%
Cc1cc(Cl)ccc1OCC(=O)Nc1nc(-c2cccs2)cs1	-10%	5%	-10%	28%	1.6%
CSc1ccccc1NS(=O)(=O)c1ccccc1	15%	0%	7%	9%	4.7%

(further entries)
SMILES	H1N1 NS1A inhibition	H37Rv inhibition	Salmonella PhoP GFP	tuberculosis growth	VEEV TC-83 Vero	others
C=CCN1CCN(C(=O)c2cc3c(s2)CCCC3)CC1	18%	-14%	-4%	11%	i
CN1C(=O)c2cccc(NC(=O)CCc3ccccc3)c2C1=O	-15%	-3%	-13%	/	0.3%
CCc1ccc(NC(=O)c2cnc(SC)nc2C)cc1	-1%	?	6%	?	1.3%
CC(C)(C)c1nc2ccccc2c2nnc(SCC(=O)Nc3nccs3)n12	0%	4%	-2%	5%	i
CC(=O)N/C(=C\c1ccccc1)C(=O)OC(C)C(=O)N(C)c1ccccc1 (stereo not given)	-8%	-2%	3%	-21%	4.2%
N#Cc1nc(-c2ccco2)oc1NCCCN1CCOCC1	-4%	-6%	-8%	-6%	2.1%
Cc1ccccc1OCC(=O)N/N=C1\CC(=O)CC(C)(C)C1	20%	-6%	-7%	-2%	1.7%
Cc1ccc(S(=O)(=O)Nc2ccncc2)c(C)c1N(C)S(=O)(=O)c1ccc(F)cc1	-7%	-16%	-9%	1%	0.3%
NC(=O)c1nsc(C(=O)N(Cc2ccco2)C(C(=O)NCC2CCCO2)c2ccc(O)cc2)c1N (stereo not given)	-2%	8%	2%	3%	4.2%
COc1cc2nc(Cl)nc(N3CCCCC3)c2cc1OC	-2%	10%	7%	11%	3.7%
CCO[C@H]1OC(C(=O)N2CCN(C)CC2)=C[C@@H](c2ccc3c(c2)OCO3)[C@@H]1CCCO	7%	3%	-7%	5%	2.5%
COc1ccc(C(=O)NCC(=O)OCC(=O)NCc2ccc3c(c2)OCO3)cc1	-15%	-4%	/	-7%	0.5%
O=C(NNC1=NCCN1Cc1ccccc1)c1cccc(C(F)(F)F)c1	-5%	-3%	-5%	-27%	i
CCc1cc(=O)oc2c(C)c(O)c(CN(C)C)cc12	16%	-4%	-4%	1%	6.6%
CCC(C)c1ccc(NC(=O)C/C(C)=N/NC(=O)c2cnccn2)cc1 (stereo not given)	1%	-15%	-5%	59%	0.9%
Cc1ccccc1N1C(=O)CC(=O)NC1=O	-3%	3%	-7%	6%	i
COc1cc(/C=N/S(=O)(=O)CCc2ccccc2)ccc1O	-8%	-4%	0%	0%	3.6%
CC1(C)CC(=O)C2=C(C1)OC(N)=C(C#N)C2c1cccc(OC(=O)c2ccco2)c1 (stereo not given)	-6%	-6%	11%	9%	0.1%
Cc1nc(CNC(=O)CC2C(=O)NCCN2Cc2cccc(Oc3ccccc3)c2)cs1 (stereo not given)	5%	1%	-11%	9%	0.3%	VEEV TC-83 Vero 10K pilot screen=0.6
CCOC(=O)c1cc(C(=O)OCC)c(=O)[nH]c1N1CCCC1	-3%	10%	-9%	1%	i	VEEV TC-83 Vero 10K pilot screen=0.8
CC1(C)CCC(=NNC(N)=S)CC1	0%	/	/	/	i
O=C(NCC1CC1)Nc1ccccc1F	-3%	4%	-10%	-4%	i
O=C(c1ccccc1Br)N1CCN(c2ccc([N+](=O)[O-])c(N3CCOCC3)c2)CC1	6%	-1%	-3%	-20%	1.6%
O=C(CSc1nnc(CNC(=O)c2ccco2)o1)Nc1cccc(F)c1	5%	1%	-9%	-13%	1.4%
CCCOc1ccc(C(O)C(CN2CCOCC2)c2ccccc2)cc1 (stereo not given)	8%	4%	-2%	11%	0.8%

Entries from the list above containing bromine, in the order listed:
SMILES	H1N1 NS1A inhibition	H37Rv inhibition	Salmonella PhoP GFP	tuberculosis growth	VEEV TC-83 Vero	others
O=C(N/N=C/c1cc(Br)cc([N+](=O)[O-])c1O)c1ccc(NC(=O)c2ccc(F)cc2)cc1	2%	7%	11%	63%	2.5%
O=C(NCCC(c1ccccc1)c1ccccc1)c1ccc(Br)o1	16%	-6%	-6%	41%	4.3%
O=C(c1ccccc1Br)N1CCN(c2ccc([N+](=O)[O-])c(N3CCOCC3)c2)CC1	6%	-1%	-3%	-20%	1.6%

Among those listed so far, these have a cyano group.
SMILES	H1N1 NS1A inhibition	H37Rv inhibition	Salmonella PhoP GFP	tuberculosis growth	VEEV TC-83 Vero	others
N#Cc1nc(-c2ccco2)oc1NCCCN1CCOCC1	-4%	-6%	-8%	-6%	2.1%
CC1(C)CC(=O)C2=C(C1)OC(N)=C(C#N)C2c1cccc(OC(=O)c2ccco2)c1 (stereo not given)	-6%	-6%	11%	9%	0.1%

Other structures follow.
SMILES	H1N1 NS1A inhibition	H37Rv inhibition	Salmonella PhoP GFP	tuberculosis growth	VEEV TC-83 Vero	others
Cc1ccc(C)c(OCC(=O)Nc2ccc(S(=O)(=O)Nc3ccccn3)cc2)c1C	-6%	-1%	2%	22%	1.6%
CC(=O)Nc1ccc(NC(=O)CSc2ncnc3c2cnn3Cc2ccccc2)cc1	/	9%	6%	9%	i
NC(=O)CC(NC(=O)Cc1cccc2ccccc12)c1ccc(N2CCN(c3ccccc3)CC2)c([N+](=O)[O-])c1 (stereo not given)	0%	-1%	-41%	-8%	0.9%
C=C(C)COc1ccc(-c2[nH]ncc2-c2ccccc2)c(O)c1	-6%	23%	-6%	-3%	4.0%
CCc1ccccc1NC(=S)NCCSc1ccc(Cl)cc1	-4%	3%	6%	?	5.1%
Cc1cc(C(=O)N2CCC(CO)(Cc3cccc(C(F)(F)F)c3)CC2)n[nH]1	0%	1%	7%	-1%	3.8%
O=C(NC1CC1)C1CCN(C2CCN(C(=O)c3ccc(C(F)(F)F)cc3)CC2)CC1	0%	-14%	-3%	-4%	4.5%
CCC(C)C(NC(=O)c1ccccc1NC(=O)c1ccccc1)C(=O)N1CCOCC1 (stereo not given)	-3%	-1%	-1%	-8%	0.3%	VEEV TC-83 Vero 10K pilot screen=2.8
NC(=O)c1c(NC(=O)c2ccncc2)sc2c1CCCC2	-1%	0%	-1%	4%	7.9%
O=C(Nc1sc2c(c1C(=O)O)CCC2)c1ccc(F)cc1	-16%	1%	-4%	45%	1.5%
COc1ccc(N2CCN(CCCNC(=O)CCCn3c(=O)[nH]c4ccsc4c3=O)CC2)cc1	10%	-9%	5%	1%	i
CCCCc1nnc(NC(=O)COC)s1	-14%	-4%	6%	4%	0.8%
O=C(CN1CCN(Cc2ccccc2F)C1=O)NCCc1ccc(Cl)cc1	3%	-14%	0%	/	i
COc1cc(C(=O)OCc2csc(CC(=O)Nc3cc(C)ccc3C)n2)ccc1OC(F)F	-5%	/	/	/	1.1%
COc1ccc(-n2c(C)cc(C(=O)COc3ccc(-n4cnnn4)cc3)c2C)cc1	-2%	4%	11%	29%	1.6%
CC1CCCC(NC(=O)COC(=O)Cc2ccc(Cl)cc2)C1C (stereo not given)	-4%	0%	/	48%	i
CCNC(=S)N(CCN(C)C)Cc1cc2cc3c(cc2[nH]c1=O)OCO3	-2%	2%	3%	-13%	0.3%
CCOc1ccc(OCCC(=O)N(CC)CC(=O)Nc2ccccc2OC)cc1	-4%	/	/	/	1.6%
O=C(Nc1ccc([N+](=O)[O-])cn1)C1CC2CCC1C2 (stereo not given)	1%	1%	10%	-4%	i
O=C1c2ccccc2C(=O)N1CCCCSc1nnc(-c2ccc(OC(F)F)cc2)o1	-9%	5%	-10%	78%	7.5%
Clc1ccc(CN(Cc2ccccc2)C(c2cccs2)c2nnnn2C2CCCC2)cc1 (stereo not given)	4%	22%	9%	6%	i
CCN(Cc1ccncc1)Cc1c(O)ccc2ccccc12	5%	/	/	/	5.8%
Cc1c(Cl)cccc1NC(=O)CCN1CCN(CCO)CC1	-6%	-3%	4%	-7%	1.4%
COc1cc(OC)c(C(=O)NNC(=O)c2ccc(NS(=O)(=O)c3cccs3)cc2)cc1OC	-9%	/	/	/	2.2%
O=C1/C(=C/c2ccccc2)CSc2sccc21	7%	-3%	-4%	14%	1.4%
CC(OC(=O)Cn1cc(C(F)(F)F)ccc1=O)C(=O)N(C)c1ccccc1 (stereo not given)	7%	-7%	/	5%	2.1%
O=C(Nc1ncnc2c1ncn2C1OC(COC(=O)c2ccccc2)C(F)C1O)c1ccccc1 (stereo not given)	6%	1%	11%	10%	1.7%

Retrieved one by one from the list above (three):
SMILES	H1N1 NS1A inhibition	H37Rv inhibition	Salmonella PhoP GFP	tuberculosis growth	VEEV TC-83 Vero	others
O=C(N/N=C/c1cc(Br)cc([N+](=O)[O-])c1O)c1ccc(NC(=O)c2ccc(F)cc2)cc1	2%	7%	11%	63%	2.5%
COc1ccc(C(=O)NCC(=O)OCC(=O)NCc2ccc3c(c2)OCO3)cc1	-15%	-4%	/	-7%	0.5%
CCc1ccc(C2=CSC3=NCCN23)cc1	-1%	-1%	21%	-2%	0.2%
